High-throughput results from PubChem.
HSF1 inh = HSF1 inhibition; NIH3T3-HGL HSE-luciferase, MG132-induced, luminescence 8 h; hits give low values; activity change, negative = inhibition, % at 7.5 µM (by protocol); 300,000 compounds, 0.77% hits;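 active = more than half of replicate wells show activity change below -50%, luminescence cut by over half; inconclusive = some wells, but at most half, below -50%; inactive = no replicate well below -50%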;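 also: luciferase reports HSF-1 transcriptional activity via heat shock element; 0% = median of DMSO wells and -100% = zero luminescence signal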
DYRK1A inh = blocks rat Dyrk1A kinase activity | inhibition, % at 12.5 µM | 310,000 compounds, 0.43% hits | Q63470 | ADP-Glo luminescence, NFATc1 peptide; in the data active = inhibition above about 50%;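 also: plate controls were vehicle with enzyme for no effect and no enzyme for full effect; many of its hits are not listed in these tables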
Platelet DG rel = modulates dense granule release in human platelets | AID 1663 | human platelet-rich plasma, SFLLRN dense granule ATP release, luminescence | inhibition, %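 (compounds screened at 7.5 µM in platelet-rich plasma)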 | 300,000 compounds, 0.22% hits;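 active = mean replicate score, as percent of positive control, at or above 50; inconclusive = mean below 50 but at least one replicate at or above 50; inactive = mean and every replicate below 50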
GSK3A inh = human GSK-3 alpha kinase inhibition. P49840. ADP-Glo luminescence, 60 min. inhibition, % at 10 µM. 320,000 compounds, 0.1% hits. AID 2650;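 in the data active = inhibition above about 50%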;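 also: GST-tagged GSK-3 alpha with peptide substrate and 25 µM ATP; 0% = DMSO neutral wells and 100% = GW8510 positive control wells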
Target sequence (P49840 whole entry, looked up): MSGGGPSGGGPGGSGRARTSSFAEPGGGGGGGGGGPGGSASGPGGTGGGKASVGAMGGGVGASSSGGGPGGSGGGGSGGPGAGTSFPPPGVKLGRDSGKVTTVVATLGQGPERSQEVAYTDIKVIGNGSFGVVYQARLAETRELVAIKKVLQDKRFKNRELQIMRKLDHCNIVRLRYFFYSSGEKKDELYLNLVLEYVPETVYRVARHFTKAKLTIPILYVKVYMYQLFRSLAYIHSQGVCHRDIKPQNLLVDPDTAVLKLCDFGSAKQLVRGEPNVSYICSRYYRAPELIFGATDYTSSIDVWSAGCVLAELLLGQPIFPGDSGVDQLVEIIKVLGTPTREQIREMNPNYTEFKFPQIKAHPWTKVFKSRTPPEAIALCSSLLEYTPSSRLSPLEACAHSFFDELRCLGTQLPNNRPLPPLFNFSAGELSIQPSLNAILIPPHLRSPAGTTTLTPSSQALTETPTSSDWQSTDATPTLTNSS
AI-2 QS modul = modulators of Vibrio harveyi AI-2 quorum sensing system; Vibrio harveyi JMH597 AI-2 luminescence/OD600 ratio, 9 h; hits give low values; strain lacks LuxN and CqsS sensors; 0 = neutral-control median; activity change, % at 7.5 µM; 300,000 compounds, 0.4% hits; AID 2094; in the data active = activity change below about -75%, passing the limit was not always enough; inconclusive = no clear call, values can overlap the other calls;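 also: luminescence divided by OD600 gain over 9 h not by final OD600 alone; inactives centre near 13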
HSF1 activator = increases HSF-1 driven luciferase reporter signal. 300,000 compounds, 1.7% hits. activation, % at 9 µM. AID 504408. NIH3T3-HGL HSF-1 luciferase reporter, MG132, 8 h; 100% = twice DMSO control signal;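 active = mean replicate activation of at least 50% with a set share of replicates each reaching 50%; inconclusive = only one of those two conditions met; inactive = mean below 50% and too few replicates reaching it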;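 also: 0% = median of the neutral control wells and 100% = twice that signal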
PolyA inhibitor = yeast polyadenylation inhibition. S. cerevisiae SKY197-pL101 polyadenylation reporter, beta-gal luminescence; efflux-impaired pdr1/pdr3 knockout yeast; score 100 = 6 SD above DMSO. calls only at 12 µM. 300,000 compounds, 0.02% hits;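 active = lowest replicate activity score at least 50, where 100 means six control SD above control mean; inconclusive = lowest score under 50 but half or more replicates reach 50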;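 also: yeast exposed to compound for 9 h at 30 °C; higher score means more reporter readthrough which indicates perturbed polyadenylation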
HDAC3 inhib = inhibitors of human histone deacetylase 3. inhibition, % at 8.3 µM. 320,000 compounds, 0.15% hits. O15379. AID 2718. recombinant HDAC3, fluorogenic peptide/trypsin coupled, fluorescence; in the data active = inhibition above about 26%, passing the limit was not always enough; inconclusive = no clear call, values can overlap the other calls
Target sequence (O15379 whole entry, looked up): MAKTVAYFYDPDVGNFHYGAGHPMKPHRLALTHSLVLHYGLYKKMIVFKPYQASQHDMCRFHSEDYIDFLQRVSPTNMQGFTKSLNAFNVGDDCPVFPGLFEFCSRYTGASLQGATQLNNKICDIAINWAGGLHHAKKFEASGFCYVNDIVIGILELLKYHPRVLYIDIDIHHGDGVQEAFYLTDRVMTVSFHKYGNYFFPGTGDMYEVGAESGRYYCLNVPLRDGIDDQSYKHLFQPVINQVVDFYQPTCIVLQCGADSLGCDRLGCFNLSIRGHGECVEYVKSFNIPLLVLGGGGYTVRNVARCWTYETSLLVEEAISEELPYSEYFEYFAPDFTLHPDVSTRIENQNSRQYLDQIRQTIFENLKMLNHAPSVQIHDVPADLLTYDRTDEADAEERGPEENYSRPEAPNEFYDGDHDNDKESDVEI
GSK3B inh = inhibitors of human GSK3beta kinase; P49841; GST-GSK3beta kinase, ADP-Glo luminescence, 60 min; hits give low values; activity score (negative = inhibition), % at 10 µM; 300,000 compounds, 0.038% hits; AID 2097;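 active = more than half of replicate wells score below -50%, meaning over 50% inhibition versus plate controls; inconclusive = some replicates but at most half score below -50%; inactive = no replicate scores below -50%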;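 also: 0% = median DMSO wells and -100% = median GW8510 positive control wells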
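Test system: GST-tagged human GSK3beta kinase, cell-free; evaluation: activity score scaled between in-plate DMSO and GW8510 controls; measured by: ADP-Glo luminescence; incubation: 60 min reaction, RT; benchmarks: DMSO and 20 µM GW8510; reagent: peptide substrate plus 25 µM ATP (final); medium: Tris/MgCl2 kinase buffer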
HSP90 inh = inhibitors of HSP90 luciferase refolding in rabbit reticulocyte lysate; luciferase refolding luminescence, 3 h; inhibition, % at 5.6 µM; 290,000 compounds, 0.91% hits;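 active = inhibition above the screen-wide mean plus 3 SD, computed separately per campaign, cut at about 16% in these data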;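 also: 0% = DMSO wells and 100% = 60 µM geldanamycin wells; inhibitors lower the luminescence because luciferase stays unfolded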
Starred values were filed as active, the others as inactive; i = inactive; ? = inconclusive; . = no result given. A portion of the library; the hit share may differ from the screen's.

SMILES	HSF1 inh	DYRK1A inh	Platelet DG rel	GSK3A inh	AI-2 QS modul	HSF1 activator	PolyA inhibitor	HDAC3 inhib	GSK3B inh	HSP90 inh
Cc1nnc(SCc2ccccc2)[nH]c1=O	-3	-3	-1	-1	70	3	i	2	-1	-2
CC(=O)Nc1ccc(N2CCC(C)CC2)c([N+](=O)[O-])c1	0	-1	-1	-2	12	0	i	-3	-1	-2
O=C(CC1C(=O)NCCN1Cc1ccc(F)c(F)c1)NCCn1cccn1 (stereo not given)	-5	2	8	1	5	-17	i	?	-1	2
O=S1(=O)CCN(Cc2ccccc2Cl)CC1	-7	5	3	4	12	-12	i	1	-1	-1
Cc1cc(CN(C)C(=O)CC2C(=O)NCCN2Cc2ccc(F)c(F)c2)on1 (stereo not given)	-4	0	3	-1	15	-4	i	9	1	-4
COc1cccc(OCCn2ccnc2)c1	-14	1	-7	-2	28	-20	i	-2	0	1
CCOC(=O)c1ccc(NC(=O)N2CCN(Cc3ccccc3)CC2)cc1	-19	3	0	0	6	-13	i	-1	1	-1
CCC(Sc1nccn1C)C(=O)Nc1nnc(C)s1 (stereo not given)	-4	9	14	1	11	-6	i	4	2	0
Clc1ccccc1C1CC(c2ccccc2)Nc2ncnn21 (stereo not given)	-4	6	-4	-1	10	6	i	2	-3	3
O=C(Oc1coc(CSc2ncccn2)cc1=O)c1ccccc1[N+](=O)[O-]	1	.	9	-2	4	-7	i	.	0	-2
CC(=O)C1=C(O)CCC1=NCCc1ccccc1	.	-1	-1	2	6	.	i	8	0	4
N#Cc1cc(S(=O)(=O)c2ccc(F)cc2)c(N)[nH]c1=O	-1	4	13	-5	14	5	i	-1	-9	4
O=C(Oc1ccc(=O)n(-c2ccccc2)n1)c1ccc(Cl)cc1	6	6	32	-3	38	-15	i	17	2	-11
Cc1cc(S(=O)(=O)NCc2ccc3c(c2)OCO3)ccc1F	6	-3	-15	4	4	11	i	1	5	0
CCOC(=O)C1C(c2cc(OC)c(O)c(OC)c2)NC(=S)NC1(O)C(F)(F)F (stereo not given)	-5	-1	-8	-3	3	6	i	7	1	4
CCOC(=O)c1[nH]c2ccc(OC)cc2c1C	13	2	0	-3	10	13	i	-5	0	-1
CCN(C(=O)COC(=O)c1cccs1)c1c(N)n(Cc2ccccc2)c(=O)[nH]c1=O	0	12	4	-2	26	15	i	-4	1	.
O=c1[nH][nH]c2cc(=O)n(-c3ccc(Cl)cc3)nc12	-14	2	0	-1	29	-8	i	5	-3	1
Oc1cc2c(cc1O)C(c1ccccc1)CNCC2 (stereo not given)	10	-1	2	0	-6	-8	i	-12	3	.
CCOC(=O)c1ccc(OCCOc2cccc(C)c2)cc1	10	4	-1	-1	14	8	i	7	2	-2
Cc1ccc(CN2CCN(CC(=O)N3CCC(C(N)=O)CC3)C2=O)cc1	-5	4	-9	.	13	-8	i	.	-3	-3
O=C(NCc1cccs1)C1CCC(CNS(=O)(=O)c2ccc(Br)s2)CC1 (stereo not given)	-4	3	3	-1	2	3	i	3	0	0
CCc1cccc(CC)c1NC(=S)NCC(c1cccnc1)N(C)C (stereo not given)	-9	-7	-5	.	4	14	i	-1	1	2
CCCC1COC(Cn2cncn2)(c2ccc(C)cc2)O1 (stereo not given)	-3	2	-5	-2	21	19	i	3	0	1
Cn1c(COc2ccc3ccccc3c2)nnc1SCC(=O)O	-1	4	-2	-2	12	13	i	3	-1	2
COc1ccccc1N1CCN(C(CNS(C)(=O)=O)c2cccnc2)CC1 (stereo not given)	0	-7	0	-1	13	27	i	-3	-4	1
Brc1cc2c(cc1COc1ccc(-c3nn[nH]n3)cc1)OCO2	1	13	1	-4	28	4	i	-3	-1	1
COc1ccccc1C(=O)NC(=O)COC(=O)CNC(=O)c1ccc(Cl)cc1Cl	-10	-7	0	0	15	-4	i	-1	3	.
COc1ccc(S(=O)(=O)CCC(=O)NCc2ccc(C)o2)cc1	3	.	-1	.	41	1	i	-1	2	-2
CC(C)CC(=O)NC(=S)Nc1ccc(Cl)cn1	-4	6	-2	1	-2	16	i	-2	-22	-6
O=C1COc2ccc(S(=O)(=O)CCC(=O)N3CCN(c4cccc(Cl)c4)CC3)cc2N1	-2	-3	3	-9	31	1	i	-2	3	-2
CSc1n[nH]c(=O)n1-c1cccc(Cl)c1	-1	-6	-1	1	-7	-23	i	6	-1	2
Cc1ccccc1NC(=O)C(=O)N/N=C/c1cccc(Br)c1	-5	-7	5	-3	13	-14	i	1	0	1
O=C1c2ccccc2C(=O)N1CCCCn1c(=O)oc2ccccc21	10	3	-1	-2	4	14	i	5	-4	1
Cc1nnc(SCc2ccc(Cl)cc2)nc1/C=C/N(C)C	3	-1	2	0	15	7	i	-8	2	-3
CCCCSc1nc(N)c(C#N)c(-c2cccs2)c1C#N	3	0	5	0	-11	-11	i	4	-2	-2
O=C(Nc1cc(Sc2nc3ccccc3s2)cc([N+](=O)[O-])c1)c1ccccc1	0	-3	4	-1	11	24	i	3	-2	-4
O=C1NNC(c2ccccc2)=N/C1=C\c1ccccc1	-4	-1	-9	0	32	-3	i	1	1	4
CCN(CC(=O)Nc1ccc(OC)c(OC)c1)CC(=O)Nc1ccccc1C(F)(F)F	-2	.	3	0	-3	1	i	-1	4	-1
CC1CCCCN1C(=O)C1CCN(S(=O)(=O)c2ccc(-n3cnnn3)cc2)CC1 (stereo not given)	0	1	7	1	25	-5	i	-6	-3	-4
Cc1ccc(C)c(CSc2ncccc2C(=O)O)c1	2	5	7	-6	34	-10	i	-4	-3	7
O=C(CSc1nncs1)NCc1ccc2c(c1)OCO2	-8	5	-1	6	27	-1	i	1	-2	-2
N#CCC(=O)Nc1ccc(C(=O)OCC(=O)Nc2ccccc2-c2ccccc2)cc1	-16	-1	-1	0	4	-31	i	6	1	0
CN1c2ccccc2C(=O)/C(=C\Nc2ccc(F)cc2)S1(=O)=O	-6	7	-4	-2	35	8	i	0	4	-1
COc1ccccc1CNC(=O)CCSCc1cccc(Cl)c1	-7	0	-76	0	10	-6	i	2	-20	1
CC(O)c1n(C)c(Cl)c[n+]1C (stereo not given)	14	0	-1	2	0	43	i	3	-2	6
CCc1noc(C)c1C(=O)Nc1cc(S(=O)(=O)N2CCOCC2)ccc1N1CCN(CC)CC1	-2	-5	2	-1	17	-7	i	8	3	.
COc1ccccc1-c1cc(C(=O)N/N=C/c2sccc2C)c2ccccc2n1	2	-1	5	3	22	3	i	0	3	-3
CC(=O)Nc1ccc(NC(=O)CSc2nnc3ccc(-c4ccc(F)cc4)nn23)cc1	2	5	-10	-5	22	19	i	4	-3	1
COC(=O)c1[nH]c2ccc(C)cc2c1NC(=O)CN1CCN(Cc2ccccc2)CC1	0	-1	4	-2	14	22	i	-6	1	4
O=C(NC1CC1)C1=COCCO1	-6	3	5	-1	5	-4	i	8	-2	-4
Fc1ccc(-c2nnc(CN3CCN(c4ncc(C(F)(F)F)cc4Cl)CC3)o2)cc1	-11	1	-2	15	7	-11	i	3	-3	11
CCOCC(=O)Nc1nnc(C2CCCCC2)s1	6	3	0	-2	-5	18	i	-11	1	4
CCCn1c(SCC(=O)Nc2ccc(Cl)cc2)n[nH]c1=O	11	4	4	-1	-3	-3	i	1	1	3
CC1(c2ccccc2)NC(=O)N(CC(=O)Nc2nnc(C3CC3)s2)C1=O (stereo not given)	1	1	7	14	-68	1	i	0	-1	-2
CC(/C=N\NC(=O)c1cc(C)oc1C)=C\c1ccccc1	-52*	1	-3	-2	-4	-55	i	11	0	-3
CCN(CC)C1CCN(C(=O)CCc2nnc(CCc3ccccc3)o2)C1 (stereo not given)	-2	9	1	-1	11	-4	i	-15	-2	-5
CCOC(=O)c1ccc(Oc2cn[nH]c2-c2ccc(OCC(=O)NN)cc2O)cc1	12	-1	-10	0	1	8	i	-4	0	2
CC(C)(C)NC(=O)NC(=O)Cn1cc(C(F)(F)F)ccc1=O	-5	2	-2	-4	10	-9	i	-2	2	3
O=C(N/N=C\c1ccc(-c2ccc(Cl)c(Cl)c2)o1)C(=O)N1CCCC1	-3	5	-1	.	10	-5	i	-3	-3	-3

Part of the list above in another layout:
Each structure is followed by: HSF1 inh	DYRK1A inh	Platelet DG rel	GSK3A inh	AI-2 QS modul	HSF1 activator	PolyA inhibitor	HDAC3 inhib	GSK3B inh	HSP90 inh
- CC(O)c1n(C)c(Cl)c[n+]1C (stereo not given)
 : 14	0	-1	2	0	43	i	3	-2	6
- CCOC(=O)c1ccc(Oc2cn[nH]c2-c2ccc(OCC(=O)NN)cc2O)cc1
 : 12	-1	-10	0	1	8	i	-4	0	2
- CC(/C=N\NC(=O)c1cc(C)oc1C)=C\c1ccccc1
 : -52*	1	-3	-2	-4	-55	i	11	0	-3
- O=C(N/N=C\c1ccc(-c2ccc(Cl)c(Cl)c2)o1)C(=O)N1CCCC1
 : -3	5	-1	.	10	-5	i	-3	-3	-3

Next entries.
SMILES	HSF1 inh	DYRK1A inh	Platelet DG rel	GSK3A inh	AI-2 QS modul	HSF1 activator	PolyA inhibitor	HDAC3 inhib	GSK3B inh	HSP90 inh
COc1nn(CC(=O)N2N=C(C(F)F)CC2(O)C(F)F)cc1[N+](=O)[O-] (stereo not given)	-11	-2	-1	1	13	-4	i	-1	0	-2
COc1ccccc1N(CC(=O)NCc1ccccc1)C(=O)CCC(=O)Nc1nccs1	-15	-3	2	-3	10	-29	i	-7	1	3
CC(=O)Oc1ccc(C(=O)Nc2ccccc2C(=O)Nc2cccc(C(=O)O)c2)cc1	-3	0	6	-2	6	11	.	-3	1	0
CCn1c2ccc(CC(=O)O)cc2c2cc(CC(=O)O)ccc21	0	-6	7	1	18	0	i	-1	4	6
Cc1cc(C)nc(NC(N)=NC(C)c2ccccc2)n1 (stereo not given)	-2	.	0	1	5	3	i	8	0	4
CS(=O)(=O)NN1C(=O)c2ccccc2NC1c1cccc2cccnc12 (stereo not given)	21	-8	1	3	9	25	i	-4	2	-1
O=C(NC1CC1)c1ccc(CSCc2cccc(F)c2)o1	6	-1	0	-1	3	18	i	6	-1	0
CC(=O)Nc1ccc(S(=O)(=O)NC2=NCN(c3cccc([N+](=O)[O-])c3)CN2)cc1	-5	4	5	-1	.	-5	i	-1	.	2
COc1ccc(OC)c(-n2c(CNC3CCN(Cc4ccccc4)CC3)nc3ccccc3c2=O)c1	8	5	10	-2	17	0	i	-7	1	9
Cc1onc(-c2ccccc2)c1C(=O)N/N=C/c1cc(Br)c(Br)o1	5	3	11	-2	7	5	i	-2	4	-1
CC(NC(=O)Cc1cccs1)c1ccc2c(c1)OCO2 (stereo not given)	9	1	1	6	5	0	i	2	-2	-1
COc1cc2c(cc1NC(=O)c1ccc3c(c1)OCO3)oc1ccccc12	36	2	-6	-2	1	49	i	-2	2	3
CCOc1ccc(S(=O)(=O)NC2CCCC2)cc1	-7	-12	2	-2	30	-2	i	2	-6	0
